Screens (PubChem)
CHO-K1 Ca ag: nonselective activator or artifact in parental CHO-K1 cells | Fluo-8 calcium fluorescence; scaled to maximal ATP response, vehicle zero | activation, % at 3 µM | actives 0.48% (n = 360,000) | AID 602248; in the data active = activation above about 15%;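 also: untransfected CHO-K1 host cells lacking M1 receptor as counterscreen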
M1 ag: agonists of human M1 muscarinic receptor; P11229; CHO-K1 hM1, Fluo-8 calcium fluorescence, agonist mode; 0% DMSO, 100% acetylcholine EC100; activation, % at 3 µM; actives 0.33% (n = 360,000);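 active = activation above the run's mean compound activation plus 3 SD, cut at about 16% in these data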;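 also: peak over basal fluorescence ratio within a 140 s kinetic read after compound addition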
Target sequence (P11229 whole entry, looked up): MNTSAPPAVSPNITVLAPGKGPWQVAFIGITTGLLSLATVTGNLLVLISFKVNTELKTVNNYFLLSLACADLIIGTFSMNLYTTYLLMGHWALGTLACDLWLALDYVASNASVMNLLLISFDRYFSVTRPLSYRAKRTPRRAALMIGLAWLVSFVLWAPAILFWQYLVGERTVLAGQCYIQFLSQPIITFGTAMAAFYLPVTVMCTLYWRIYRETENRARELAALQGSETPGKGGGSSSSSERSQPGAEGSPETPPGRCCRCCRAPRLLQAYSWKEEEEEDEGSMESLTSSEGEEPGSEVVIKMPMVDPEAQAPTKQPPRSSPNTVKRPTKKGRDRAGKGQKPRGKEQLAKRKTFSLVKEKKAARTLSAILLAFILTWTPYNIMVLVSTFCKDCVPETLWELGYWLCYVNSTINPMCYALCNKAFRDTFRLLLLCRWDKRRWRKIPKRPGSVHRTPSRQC
CHO-K1 Ca antag: nonselective inhibitor or artifact in parental CHO-K1 cells. ATP-induced calcium, Fluo-8 fluorescence. inhibition, % at 3 µM. actives 0.6% (n = 360,000);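 active = inhibition above a per-plate cutoff, the plate's mean sample inhibition plus 3 SD, cut at about 24% in these data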;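 also: 0% = DMSO plus EC80 ATP and 100% = DMSO alone without ATP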
TAAR1 antag: human TAAR1 antagonism. actives 1.5% (n = 360,000). CHO RD-HGA16 TAAR1, Fluo-8 calcium fluorescence, antagonist. Q96RJ0. inhibition, % at 3 µM;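 active = inhibition above a per-plate cutoff, the mean inhibition of test compounds on that plate plus 3 SD, cut at about 49% in these data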;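 also: 0% = DMSO plus EC80 beta-PEA response and 100% = DMSO alone without agonist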
Target sequence (Q96RJ0 whole entry, looked up): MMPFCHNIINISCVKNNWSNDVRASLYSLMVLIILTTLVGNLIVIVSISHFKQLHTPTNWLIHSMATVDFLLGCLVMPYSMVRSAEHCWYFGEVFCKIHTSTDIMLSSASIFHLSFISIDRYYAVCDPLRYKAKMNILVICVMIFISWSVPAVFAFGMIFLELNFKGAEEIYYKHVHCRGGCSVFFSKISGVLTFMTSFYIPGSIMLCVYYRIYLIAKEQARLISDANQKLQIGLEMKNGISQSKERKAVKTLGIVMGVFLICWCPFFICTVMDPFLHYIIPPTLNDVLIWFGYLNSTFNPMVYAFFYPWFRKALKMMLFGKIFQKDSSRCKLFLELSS
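Assay system: RD-HGA16 CHO cells with stable hTAAR1 and Gα16 / Reagent: EC80 β-phenethylamine stimulus / Doses: 3 µM, single point / Timing: dye loading 75 min at 37 °C, then 30 min room temperature / Measured by: Fluo-8 intracellular calcium dye fluorescence, real-time kinetic reads / Controls: vehicle wells and EC80 agonist wells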
CHRM1 antagonist: blocks human M1 muscarinic receptor | P11229 | CHO-K1 hM1, Fluo-8 calcium fluorescence, ACh EC80 antagonist | inhibition, % at 3 µM | actives 1.3% (n = 360,000);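 active = percent inhibition above its own plate's cutoff, namely the mean of that plate's compound wells plus 3 SD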;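 also: peak over basal fluorescence ratio during 140 s after agonist addition; 0% = ACh EC80 plus DMSO and 100% = DMSO alone without agonist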
TAAR1 ag: agonists of human TAAR1; CHO RD-HGA16 TAAR1, Fluo-8 calcium fluorescence; vehicle wells 0%, saturating PEA agonist 100%; activation, % at 3 µM; actives 0.99% (n = 360,000); AID 624467;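 active = activation above the mean activation of all test compounds in the run plus 3 SD, cut at about 38% in these data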
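test system = CHO RD-HGA16 cells carrying human TAAR1 plus Gα16 | schedule = 17-24 h seeding, 75 min 37 °C dye, 30 min RT | compound dosing = 3 µM single concentration | control set = DMSO and PEA EC100 | replicates = n 1 | signal = Fluo-8 fluorescence, 5 s baseline then 140 s kinetic read | measure = percent activation vs PEA EC100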
M1 PAM parental: nonselective activator or artifact in parental CHO-K1 calcium assay; ATP EC20, Fluo-8 calcium fluorescence; 0% at ATP EC20, 100% at ATP max; activation, % at 3 µM; actives 0.02% (n = 360,000); AID 602247;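 active = activation above the run cutoff, the mean activation of all test compounds plus 3 SD, cut at about 40% in these data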;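 also: peak over basal fluorescence ratio in a 140 s read after ATP addition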
CHO parental Ca: signal in parental CHO cells, OX1R antagonist counter-screen; parental CHO-K1, ATP-induced calcium, Fluo-8 fluorescence; inhibition, % at 5.6 µM; actives 0.63% (n = 330,000);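 active = inhibition above that plate's mean sample inhibition plus 3 SD, cut at about 26% in these data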;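 also: 0% = ATP-challenged DMSO wells and 100% = DMSO wells without ATP; some compounds past the cut are filed as inactive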
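Test system: untransfected parental CHO cell line; also added: ATP stimulus; dosing: 5.6 µM, single dose; signal: calcium-sensitive Fluo-8 fluorescence; measure: percent inhibition of ATP-evoked calcium rise, normalized to controls; benchmarks: low control ATP plus DMSO, high control DMSO only; replication: one well per compound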
OXTR potentiator: human OXTR potentiation; activation, % at 3 µM; actives 0.061% (n = 320,000); CHO-OTR cells, Fluo-8 calcium fluorescence, potentiator mode; 0% = oxytocin EC15, 100% = EC100;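 active = activation above that plate's cutoff, the mean activation of tested compounds plus 3 SD, cut at about 6.6% in these data, passing the limit was not always enough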;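 also: 100% uses oxytocin at 75 nM as the full agonist control; some results filed as inactive read as strong as hits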
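System: human OTR in CHO cells; Also added: sub-maximal oxytocin, roughly EC15; Timing: compound 6 min at room temperature before oxytocin, 100 s read; Technique: Fluo-8 intracellular calcium fluorescence, ex 470-495, em 515-575 nm; Controls: oxytocin EC15 low and EC100 high; Replication: singlicate.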
Numbers without * were called inactive; x = no result given.

item	SMILES	CHO-K1 Ca ag	M1 ag	CHO-K1 Ca antag	TAAR1 antag	CHRM1 antagonist	TAAR1 ag	M1 PAM parental	CHO parental Ca	OXTR potentiator
1	COc1ccc(CCNC(=O)c2ccc(=O)[nH]n2)cc1OC	-0.3	-3	-4	-3	-20	5	-5	40*	-8
2	O=C(O)COc1ccccc1/C=N/NC(=O)COc1ccc(-c2ccccc2)cc1	-0.5	-3	-2	-1	-16	-1	11	7	-2
3	Cc1ccc(Cc2c(-c3ccc(Cl)cc3)nc3ccc(Br)cn23)cc1	1.0	-11	-1	8	-7	1	-3	x	x
4	COc1ccc(/C=N/NC(=O)c2cccc(OC(F)(F)C(F)F)c2)c(OC)c1OC	3.3	-7	0	8	-5	8	6	-13	-16
5	CCC(=O)c1ccc(OCC(=O)NCC2COc3ccccc3O2)cc1 (configuration not stated)	1.4	0	14	1	27	0	-7	-6	-5
6	CCOc1cc(-c2n[nH]c(=S)n2Cc2ccccc2)ccc1OC(F)F	-1.0	-8	-17	-12	-1	0	16	-16	-2
7	CCN(CC(=O)Nc1c(F)cccc1F)C(=O)CNC(=O)c1ccc2c(c1)OCO2	2.1	-3	-17	8	-2	-1	14	-12	4
8	Cc1cc(NC(=O)c2ccc(S(=O)(=O)N3CCOCC3)cc2)nc2c1c(=O)oc1ccccc12	x	x	x	-11	x	16	x	-18	-10
9	Cc1ccc(NC(=O)C(NCc2ccccn2)c2ccccc2)cc1 (configuration not stated)	2.1	-8	-7	-9	-3	-2	19	-16	-8
10	O=C(COC(=O)C1CC1)Nc1ncc(Cl)cc1Cl	0.5	-4	6	-7	2	8	-10	-13	-5
11	CCCCN1CC(COCc2ccccc2)Oc2cccc(N3CCCC3)c2S1(=O)=O (configuration not stated)	0.2	0	1	-10	6	3	8	x	x
12	COC(=O)c1ccc(CNC(=O)c2ccc(S(=O)(=O)N3CCCCCC3)cc2)cc1	1.2	-4	-15	-10	-11	3	16	6	-7
13	Cc1noc(C)c1C(=O)N(C)CC(=O)Nc1ccc(F)c(F)c1F	1.2	-2	-9	-2	-6	1	-8	-3	2
14	CCCCNC(=O)/C(C#N)=C/c1ccc2c(c1)OCCO2	0.7	-6	18	0	-1	1	-9	-3	-11
15	O=C(NNC(=O)c1ccccc1O)c1ccc(Cl)cc1	0.6	-3	-1	1	-6	3	-3	-4	-7
16	O=C(NC1CCN(C(=S)Nc2ccc(Cl)cc2)CC1)C1CCCCC1	-0.1	-2	-2	-8	2	4	-6	10	-9
17	O=C(N/N=C/c1ccc([N+](=O)[O-])o1)c1cc2c(ccc3ccccc32)o1	0.6	-2	-11	-2	-13	0	15	x	x
18	Cc1cccc(C(=O)N2CCN(S(=O)(=O)N3CCCCCC3)CC2)c1	1.2	-2	-2	-4	-10	6	-3	-23	0
19	Cc1cc(C)n2c(Nc3ccc4c(c3)OCCO4)c(CCc3ccccc3)nc2n1	0.2	x	-14	-39	x	-1	32	x	x
20	O=C(N=Nc1c(O)[nH]c2ccc([N+](=O)[O-])cc12)c1ccccc1Cl	0.4	-3	-9	-7	13	1	-4	-18	-13
21	O=C(Cc1cccc2ccccc12)N/N=C/c1ccc(Sc2cccc3cccnc23)o1	x	x	x	-5	x	6	x	0	-5
22	CCOC(=O)c1cnc2c(C(=O)OC)cccc2c1NCCN1CCOCC1	0.1	-11	-14	-1	-4	0	12	-2	-6
23	CCOC(=O)c1c(NC(=O)CSc2nnc(-c3ccco3)o2)sc(C(C)=O)c1C	4.6	2	-1	-1	-30	11	20	-19	-10
24	O=C1CC(c2ccc(F)cc2)Sc2nc(-c3ccccc3)c(-c3ccccc3)n21 (configuration not stated)	-0.1	-1	0	9	-3	0	-10	-4	-9
25	CC(=O)c1sc(-c2ccc(Cl)cc2)nc1C	1.9	-3	-16	8	-6	14	15	2	-13
26	O=C(NCC(c1ccco1)N1CCc2ccccc2C1)C(=O)Nc1ccc(F)cc1F (configuration not stated)	4.4	-4	3	14	14	58*	1	-16	-14
27	CC(=O)Nc1c(C)nn(-c2ccc(C)c(C)c2)c1C	0.2	-4	-5	-27	-7	4	-1	-5	-2
28	Cc1cccc(NC(=O)CN2C(=O)/C(=C3\SC(=S)N(CC4CCCO4)C3=O)c3ccccc32)c1 (configuration not stated)	1.9	0	-6	x	-2	x	5	-8	-1
29	Cc1cc(C)cc(NC2=C(N)C(=O)c3ccccc3C2=O)c1	0.2	-3	-11	x	-7	x	6	-11	-16
30	CSc1ccccc1NC(=O)CN(C)C(=O)Cc1c[nH]c2ccccc12	-0.1	-4	4	-14	0	2	-13	-13	-2

Only TAAR1 ag, for some of the entries so far:
no. | SMILES | TAAR1 ag
23 | CCOC(=O)c1c(NC(=O)CSc2nnc(-c3ccco3)o2)sc(C(C)=O)c1C | 11
24 | O=C1CC(c2ccc(F)cc2)Sc2nc(-c3ccccc3)c(-c3ccccc3)n21 (configuration not stated) | 0

The list goes on:
item	SMILES	CHO-K1 Ca ag	M1 ag	CHO-K1 Ca antag	TAAR1 antag	CHRM1 antagonist	TAAR1 ag	M1 PAM parental	CHO parental Ca	OXTR potentiator
31	Cc1ccc(C(=O)NCCOc2cccc(C)c2)cc1	-0.1	-10	-14	-2	-4	-1	20	-3	-2
32	COC(=O)c1cnc(SC)nc1C	0.1	-1	-5	4	5	17	12	-1	-7
33	COC(C(=O)Nc1ccnn1C1CCN(C(=O)c2cccc(F)c2)CC1)c1ccccc1 (configuration not stated)	0.3	1	-12	-21	-4	2	-6	-18	-4
34	CC(=O)NC(c1ccc(F)c(F)c1)c1nc(-c2ccc3c(c2)OCO3)cs1 (configuration not stated)	0.2	-1	19	-26	-2	6	-11	x	x
35	Cc1ccccc1N1CCN(C2CCCN(C(=O)c3ccc(Cl)s3)C2)CC1 (configuration not stated)	1.1	-5	0	-22	-1	-2	4	x	x
36	CCn1ncc(Br)c1C(=O)Nc1ccccc1OC	-0.1	-5	-2	28	-11	-2	17	-16	-10
37	O=C(CC1CCCCC1)NCCS(=O)(=O)N1CCN(c2ccccc2)CC1	1.5	-1	-9	-2	-12	1	20	-29	1
38	Cc1cc(C(=O)Nc2cccc3ccccc23)n(-c2ccccc2)n1	0.8	-7	-5	11	-5	5	7	-13	-3
39	CC(C(=O)Nc1ccc(OCc2ccccc2)cc1)N1CCCC1 (configuration not stated)	0.8	-8	0	-11	49*	5	-13	-6	-6
40	COc1cccc(N2CCN(C(=O)CCS(=O)(=O)c3ccc4c(c3)oc(=O)n4C)CC2)c1	1.2	-4	-15	-7	-9	6	-8	2	-5
41	Cc1cccc(NC(=O)c2ccc([N+](=O)[O-])cc2Cl)n1	0.9	-4	-14	-14	-10	0	10	-9	0
42	Cc1nc2c(C(=O)NCc3ccc(F)cc3)c[nH]n2c(=O)c1Cl	0.3	-4	-9	-13	-3	17	0	-6	-5
43	CN(CC(=O)Nc1ccccc1Cl)C(=O)c1ccccc1Sc1ccccc1C#N	0.7	-1	-8	-6	-14	1	17	-21	-10
44	CCN1CCN(c2cc(C)c3cc(NC(=O)c4ccncc4)ccc3n2)CC1	-0.7	-3	-1	-7	-1	0	12	-5	1
45	O=C(Cc1ccccc1)N/N=C/c1cccnc1	0.2	-3	0	-1	-5	1	16	14	-12
46	Cc1ccc(NC(=O)COC(=O)Cn2cnc3c2c(=O)n(C)c(=O)n3C)cc1	0.9	-1	-10	2	-19	0	16	-13	-2
47	Cc1ccc(C(=O)CSc2nnc3c4ccccc4nc(Cc4ccccc4)n23)cc1	0.1	-6	-6	-8	-8	1	10	-8	-3
48	CC1(C)Cc2c(C#N)c(SCCO)nc(N3CCOCC3)c2CO1	2.1	-2	0	-3	-2	2	16	-14	1
49	Cc1ccc(C(=O)ON=C2CCN(S(=O)(=O)c3ccccc3)CC2)cc1	0.1	-3	-13	-16	1	4	0	-16	-19
50	OCCNCCSc1ccc(Cl)cc1	-0.3	-7	5	2	-4	7	11	-12	-3
51	O=C(Cn1cccc1C(=O)c1ccccc1)NCc1ccco1	1.1	-5	-9	-7	-15	7	22	-11	3
52	COc1cc(/C=N/NC(=O)CSc2ccccn2)ccc1OC(C)C	0.1	-3	10	-17	-4	0	-19	-6	-3
53	COC(=O)c1cc(NC(=O)c2c(Cl)cnn2C)cc(C(=O)OC)c1	-0.4	3	-7	6	-3	2	24	-1	4
54	COc1ccc(CC(=O)OCC(=O)NCc2ccccc2Cl)cc1OC	0.3	-1	-6	-16	-5	3	5	-3	2
55	Cn1nnnc1SCCNCc1cccnc1	0.3	-3	-3	-13	-8	6	12	-5	-3
56	Nc1cc(C(=O)O)ccc1Sc1ccccc1C(=O)O	2.0	-1	-14	0	-2	6	29	-5	-10
57	CN1C(=O)C2C=CC1C1C(=O)N(c3ccccc3)C(=O)C21 (configuration not stated)	0.0	-3	6	-3	-4	3	4	-4	-3
58	O=C(NCCCNC(=O)c1ccccn1)c1cccc(F)c1	0.5	2	-7	3	-16	3	15	-3	-2
59	COC(=O)C1CCN(c2ccc([N+](=O)[O-])cc2[N+](=O)[O-])CC1	5.2	-4	-10	35	-4	4	16	-16	-19
60	COc1ccc(N2CCN(C(=O)CN3CCN(C(c4ccccc4)c4ccccc4)CC3)CC2)cc1	1.3	-10	-16	-22	65*	-2	26	-16	-2
61	Cc1c(Cl)c(C(F)(F)F)nn1CC(=O)NN	0.8	-11	-3	-3	20	1	16	-5	-7
62	O=C(CCC(=O)N1CCOc2ccccc21)NCCN1CCOCC1	0.1	-1	-10	7	0	2	2	-1	-2
63	COc1ccc(O)c(/C=C2/SC(=S)N(Cc3ccccc3)C2=O)c1	1.8	5	-6	10	-1	14	-2	-10	-7
64	Cc1cn(CC(=O)NCCCN2CCCC2=O)c(=O)[nH]c1=O	0.6	7	-4	-11	-16	3	15	x	x
65	O=C(NC1CC1)C1=C[C@H](c2csc3ccccc23)C[C@H](OCCCCO)O1	-0.2	-8	-5	4	1	19	0	-19	-8
66	CC(NC(=O)COC(=O)COc1ccc(C(=O)c2ccccc2)cc1)c1ccccc1 (configuration not stated)	5.7	-1	4	20	7	5	-15	-7	-4
67	O=C(NCc1ccccc1F)C1CCN(S(=O)(=O)c2ccccc2)CC1	2.0	-2	-11	-5	-7	2	0	3	-8
68	OCC12COC(c3ccccc3)N1C(c1ccccc1)OC2 (configuration not stated)	-0.5	0	-3	17	-13	2	9	-13	-9
